# Screening results deposited in PubChem BioAssay by Sanford-Burnham Center for Chemical Genomics.
# Artemis endo inh = Artemis endonuclease inhibitors, primary screen, biochemical, fluorescence intensity, FAM/BHQ-1 hairpin substrate. recombinant Artemis, quenched FAM hairpin cleavage fluorescence. inhibition, % at 10 µM. 30,000 compounds, 0.78% hits. AID 686954, 2013;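 active = at 10 µM dose, at least 30% inhibition, measured as corrected fluorescence normalized to stimulator and neutral control wells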
# Target sequence (Q96SD1 whole entry, looked up): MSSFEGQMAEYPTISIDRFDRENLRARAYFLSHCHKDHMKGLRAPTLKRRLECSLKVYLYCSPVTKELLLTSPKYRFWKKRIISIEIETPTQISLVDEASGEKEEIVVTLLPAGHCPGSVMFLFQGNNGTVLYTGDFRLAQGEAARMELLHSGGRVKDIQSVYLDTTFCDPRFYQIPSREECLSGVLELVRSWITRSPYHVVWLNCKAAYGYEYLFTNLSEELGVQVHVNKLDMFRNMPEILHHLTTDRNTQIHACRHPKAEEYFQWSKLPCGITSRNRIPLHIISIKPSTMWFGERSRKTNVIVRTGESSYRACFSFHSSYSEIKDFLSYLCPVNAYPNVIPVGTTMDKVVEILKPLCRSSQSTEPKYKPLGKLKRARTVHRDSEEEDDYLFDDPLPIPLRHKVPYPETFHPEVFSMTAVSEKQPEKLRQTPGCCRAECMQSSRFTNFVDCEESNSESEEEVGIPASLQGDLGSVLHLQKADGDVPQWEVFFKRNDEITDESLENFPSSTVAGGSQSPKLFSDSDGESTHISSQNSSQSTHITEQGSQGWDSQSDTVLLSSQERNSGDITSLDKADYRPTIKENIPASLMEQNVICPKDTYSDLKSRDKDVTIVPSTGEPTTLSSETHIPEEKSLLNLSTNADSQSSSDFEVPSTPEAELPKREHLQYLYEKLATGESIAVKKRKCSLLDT
# Numbers without * were called inactive.
structure,Artemis endo inh
COC(=O)CN1C(C)=Nc2ccc(Br)cc2C1c1ccccc1 (stereo not given),8
CN(C1CCCCC1)S(=O)(=O)c1ccc(C(=O)O)cc1,2
CCN(CC)CCNC(=O)CCc1n[nH]c(=O)c2ccccc12,-2
CCc1ccccc1NC1=NCC(=O)N1Cc1ccc(OC)cc1,2
CCCC(c1nnnn1Cc1ccco1)N1CCN(c2cc(Cl)ccc2C)CC1 (stereo not given),8
CCC(=O)c1c[nH]c(C(=O)NCc2ccco2)c1,-1
CCOC(=O)c1cc(-c2ccc(C#N)cc2)nc2c1c(C)nn2CCC#N,7
CC(C)COc1ccc(CSCCNC(=S)Nc2ccccc2)cc1,7
CCOC(=O)c1sc2nc(C)c3c(c2c1N)CC(C)(C)OC3,25
Cc1noc(NC(=O)c2ccccc2Cl)c1C#N,-4
O=c1c(-c2ccccc2)nc(-c2ccccc2)cn1O,2
O=C(CCN1CCN(c2ccc(Cl)cc2)CC1)Nc1ccccc1F,4
Cc1cc(NC(=O)Cn2nc(C(F)(F)F)c3c2CCCC3)no1,5
COCCn1c(SCC(=O)c2cccc(OC)c2)nnc1-c1ccco1,-15
CCOC(=O)c1sc(=S)n(-c2cc(OC)ccc2OC)c1N,-3
Cc1nnc(SCC(=O)Nc2ccccc2NC(=O)CSc2nnc(C)s2)s1,-6
c1ccc(C(c2nnnn2Cc2cccs2)N2CCN(C3CCCC3)CC2)cc1 (stereo not given),-1
O=C(CN1CCCCC1)N1c2ccccc2Oc2ccccc21,-5
Cc1ccc(C(=O)N/N=C\c2ccc[nH]2)cn1,-2
CCN(CCCNC(=O)CNC(=O)Cn1cnc2ccccc2c1=O)c1ccccc1,7
COc1ccc2c(c1OC)CN(C)CCc1cc3c(cc1C(O)C2)OCO3 (stereo not given),12
COc1ccc2nc(NCCCO)[nH]c2c1,-1
COc1ccc(CN2CCCC(C(=O)N(C)Cc3ccccc3)C2)cc1OC (stereo not given),5
N#Cc1ccccc1/C=N/Nc1nc(-c2ccccc2)c2cc(Cl)ccc2n1,17
CCNc1nc(NC(C)(C)C)nc(N2CCCC2)n1,1
CO/N=C/c1ccc(Sc2ccc(C)cc2)c([N+](=O)[O-])c1,-2
CC(=O)c1c(C)oc2ccc(NS(=O)(=O)c3ccc(O)c(C(=O)O)c3)cc12,20
CSc1cccc(NC(=O)CSc2ccc(Cl)cc2)c1,6
CN(C)CCCN=Cc1c(O)n(Cc2ccccc2)c(=O)c2ccccc12,7
CCN(C(=O)c1cccnc1)c1ccccc1,-4
COC(=O)c1ccc(NC(=O)C2CC2)o1,-15
CCOC(=O)C1=C(C)NC2=C(C(=O)C(C(=O)OCC)C(c3ccc(OC)cc3)C2)C1c1ccccn1 (stereo not given),-6
COc1ccc(N2C(=O)CC(NC3CCCCNC3=O)C2=O)cc1 (stereo not given),-11
O=C(Nc1c(C(=O)Nc2cccc3ccccc23)cnn1-c1ccccc1)c1ccco1,10
Cc1ccc(NC(=O)O/N=C2\CCCCC2c2ccc([N+](=O)[O-])cc2[N+](=O)[O-])cc1 (stereo not given),8
COc1cccc(-c2nn(C)c3sc(C(=O)NCc4ccc(C)o4)cc23)c1,7
Cc1cccc(NC(=O)CCSc2nc(C)cc(C)n2)c1,1
CCOC(=O)c1cccc(NC(=O)c2cnc3ccccc3n2)c1,7
Cc1nc2cc(C(=O)NCCN3CCOCC3)ccc2n1-c1ccc(F)cc1F,-1
COc1cc(NC(=O)CS(=O)(=O)c2ccc(C)cc2)cc(OC)c1OC,-13
Cc1ccc(SCCNC(=O)CN2C(=O)c3ccccc3S2(=O)=O)cc1,7
C/C(CC(=O)Nc1ccccn1)=N\NC(=O)C(=O)Nc1ccccc1C,-8
CN(C)S(=O)(=O)c1ccc(C(=O)N2CCCC2c2nc3ccccc3s2)cc1 (stereo not given),-5
O=C(Nc1ccc(F)cc1Cl)c1ccc2c(=O)n3c(nc2c1)CCCCC3,0
Cc1cccc2c1N(C(=O)c1ccco1)C(C)(C)c1ssc(=S)c1-2,7
O=C(COc1ccc(-n2cnnn2)cc1)NCCc1ccc(F)cc1,1
CC(C)(C)N1CC2([N+](=O)[O-])CN(C(C)(C)C)CC([N+](=O)[O-])(C1)C2,-2
CN1CCN(C(=O)c2c(O)c3cccc4c3n(c2=O)CC4)CC1,3
O=S(Cc1cc(Sc2ccccc2)nc(-c2ccccc2)n1)c1ccccc1 (stereo not given),12
O=C(O)CCNC(=O)c1ccc(Br)o1,2
CCCC(c1nnnn1Cc1ccc(OC)cc1)N1CCN(c2ccccc2OC)CC1 (stereo not given),-8
CN(C)/C=N/c1c(C#N)nnn1Cc1ccccc1,2
CCN(CC)C(=O)c1cnn(-c2ccccc2)c1NC(=O)c1cccs1,-9
C=CCN(Cc1cc(OC)ccc1OC)S(=O)(=O)N(C)C,-17
COCCNC(=O)Cc1cn(C)c2ccccc12,3
N#Cc1cc2c(nc1SCc1ccccc1)CCCCC2,1
O=C(CN1C(=O)CCS(=O)(=O)c2ccccc21)Nc1cccc(F)c1,-2
Cc1c(NC(=O)c2ccc(=O)oc2)c(=O)n(-c2ccccc2)n1C,-4
CC(=O)c1ccc(NCC(=O)N2CCN(c3ccccc3)CC2)cc1,13
O=C(CN(Cc1ccco1)C(=O)CNS(=O)(=O)c1ccc(F)cc1)NCCc1ccccc1,-3

# (more compounds)
structure,Artemis endo inh
Cc1ccc(N(CC(=O)Nc2c(C)n(C)n(-c3ccccc3)c2=O)S(C)(=O)=O)cc1C,-5
CCOC(=O)N1CCN(C(=O)CC(=O)Nc2ccc3nc4n(c(=O)c3c2)CCCCC4)CC1,-11
CCOCC(=O)Nc1cccc(OC)c1,7
CN1CCN(C(=O)CCc2nc3ccccc3c(=O)[nH]2)CC1,-6
O=C(O)CSCC(=O)Nc1ccc(S(=O)(=O)N2CCCCC2)cc1,4
CCN1C(=O)C(CC(=O)Nc2c(C)cccc2C)SC1=Nc1ccc(S(N)(=O)=O)cc1 (stereo not given),-6
COc1ccc(Cl)cc1S(=O)(=O)N1CCCC(C(=O)NCC(N)=O)C1 (stereo not given),1
CCSC1=NC(C)(C)C=C(C)N1,1
Cc1ccnc2nc(C(=O)Nc3nnc(CC(C)C)s3)nn12,1
COc1ccc(NC(=O)/C(Cl)=C(/Cl)S(=O)(=O)Cc2ccccc2)cn1,13
COc1ccc(S(=O)(=O)N2CCC(C(=O)N3CCCC3)CC2)cc1,1
O=C(Nc1cccc(C(=O)N2CCN(Cc3ccccc3)CC2)c1)c1ccccc1,0
CCCOc1ccc(C(=O)NCCCn2ccnc2)cc1,2
Cc1cccc(OCC(=O)Nc2ccc3c(c2)OCCO3)c1,-8
O=C(CN(Cc1ccc2c(c1)OCO2)C(=O)CNS(=O)(=O)c1ccccc1)NCc1ccco1,-5
c1ccc(CCc2ccccc2-c2nc(-c3ccccn3)no2)cc1,8
COC(=O)c1[nH]c2cccc(OC)c2c1NC(=O)CN1CCOCC1,-5
O=C1CC(c2ccccc2)C(=O)N1c1cccc(O)c1 (stereo not given),-4
CCNS(=O)(=O)c1ccc(NC(=O)c2cc(C(F)(F)F)nn2C)cc1,-12
CCOC(=O)c1nnn(-c2nonc2N)c1-c1cccs1,-6
CC(C)CCNC(=O)c1ccc2nc[nH]c2c1,11
CCn1c(SCC(=O)c2ccc(O)c(O)c2)nnc1-c1ccccc1,13
CS(=O)(=O)c1ccc2nc(NC(=O)c3cccs3)sc2c1,5
c1ccc(-c2ccc(-c3cn4c(n3)CCC4)cc2)cc1,1
Cc1nc([N+](=O)[O-])c(Br)n1CC(=O)c1ccc(Cl)cc1,-6
O=C(COc1ccc(/C=N/NS(=O)(=O)c2ccccc2)cc1)Nc1ccc(F)cc1,5
Cn1c(-c2ccccc2)cc2c3no[n+]([O-])c3ccc21,5
CC1CC(C)(C)NC(=O)O1 (stereo not given),11
CC(C)(C)NC(=O)CSc1nncn1NCc1c(Cl)cccc1Cl,-9
COc1cccc(NC(=O)c2ccccc2-c2nc(-c3ccccc3)no2)c1,-6
O=C(CSc1nc(-c2ccco2)cc(C(F)(F)F)n1)N1CCN(c2cccc(Cl)c2)CC1,8
N=c1c(C(=O)NCC2CCCO2)cc2c(=O)n3ccccc3nc2n1Cc1cccnc1 (stereo not given),-4
CCOc1ccc(C(=O)Nc2ccccc2N2CCOCC2)cc1,-9
CCCCCCn1c(SCCC)nc2c1c(=O)[nH]c(=O)n2C,-9
CSc1nc(C)cc(NC(N)=O)n1,-13
CC(C(=O)O)N1C(=O)c2cccc3cccc1c23 (stereo not given),-6
O=C(CSc1nnc(CCc2ccccc2)n1-c1ccc(Cl)cc1)NCc1ccccc1,16
Cc1ccc2nc(-c3ccccn3)cc(C(=O)N3CCN(c4ncccn4)CC3)c2c1,3
Cc1cc(=O)oc2cc(OC(C)C(=O)N3CCCc4ccccc43)ccc12 (stereo not given),-7
CCSc1nnc(NC(=O)CSc2nc(C)cc(C)n2)s1,-2
Cc1c(C(=O)c2no[n+]([O-])c2C(=O)c2cnn(C)c2C)cnn1C,-3
Cc1ccc(OCC(=O)N/N=C/c2ccncc2)cc1,-5
COc1ccccc1N1CCN(C(=O)c2oc3cc(C)c(C)cc3c2C)CC1,7
COC(=O)C1=C(C)N(c2cccc(C)c2)C(=O)/C1=C\c1cccs1,2
CCN1CCN(C(=O)c2ccc(NS(=O)(=O)c3ccccc3)cc2)CC1,-8
COc1cccc(N2CCN(C3C4CC5CC(C4)CC3C5)CC2)c1 (stereo not given),8
CC(=O)Nc1cc(S(=O)(=O)Nc2ccccc2)c(C)cc1C,-2
O=C(Nc1ccccc1C(=O)NCc1cccnc1)c1ccco1,0
CCCCc1ccc(NC(=O)N[C@H](C(=O)O)C(C)CC)cc1 (stereo not given in full),6
CC(C)CC(=O)N1CCN(C(=O)c2cccc(F)c2)CC1,1
Cc1cc(C)nc(SCCS(=O)(=O)Cc2ccc(Cl)cc2)n1,1
Cc1ccc(CN2C(=O)CCC2C(=O)NC2CCCC2)cc1 (stereo not given),-1
CCCCS(=O)(=O)C1CCS(=O)(=O)C1 (stereo not given),-15
COCCN1CCn2c(nc3cc(NC(=O)c4ccc(OC)cc4)ccc32)C1,17
COC(=O)c1ccc(CN(C(C)=O)c2ccccc2)o1,-3
COc1ccc(NC(=O)c2sc(=S)[nH]c2N)cc1,-6
COC(=O)C(NC(=O)c1ccccc1)=C1CCCCC1,-3
Cc1ccc(O)c(C(=O)CC(=O)c2cccc(F)c2)c1,-3
CN(c1ccccc1C(=O)N1CCCC1)S(C)(=O)=O,-8
CCOC(=O)C1=C(C)NC(=O)NC1c1ccoc1 (stereo not given),-7

# Next part, starting with the last 5 of the part before.
structure,Artemis endo inh
COc1ccc(NC(=O)c2sc(=S)[nH]c2N)cc1,-6
COC(=O)C(NC(=O)c1ccccc1)=C1CCCCC1,-3
Cc1ccc(O)c(C(=O)CC(=O)c2cccc(F)c2)c1,-3
CN(c1ccccc1C(=O)N1CCCC1)S(C)(=O)=O,-8
CCOC(=O)C1=C(C)NC(=O)NC1c1ccoc1 (stereo not given),-7
CCOC(=O)NC(Nc1cc(C)ccn1)(C(F)(F)F)C(F)(F)F,3
O=c1c(Cl)nc2cc(Cl)ccc2n1CCNc1ncc(C(F)(F)F)cc1Cl,3
O=C(NC(=S)NCc1ccccc1)C1CCCCC1,-1
COCCN1C(=O)C(O)=C(C(C)=O)C1c1ccc(F)cc1 (stereo not given),-3
O=C(OCCCN1CCCCC1)c1ccc(O)cc1,-3
CSCc1c(C(=O)Nc2ccc(N3CCOCC3)cc2)oc2ccccc12,2
COc1ccc(NC(=S)NCCc2ccc(Cl)cc2)c(OC)c1,0
Cc1ccc(C)c(NC(=O)c2ccccc2O)c1,-5
COc1cc(C=O)ccc1OCCOCCOc1ccc(Cl)cc1,-1
COc1ccccc1CNC(=O)CCc1nc2ccccc2c(=O)[nH]1,-2
CCN=c1sc2ccccc2n1CC(O)COc1ccccc1 (stereo not given),0
O=[N+]([O-])c1ccc(NC(=S)N/C(=N/CS(=O)(=O)c2ccccc2)c2ccccc2)cc1,1
CCSc1nnc(-c2cc3c(s2)-c2ccccc2CC3)o1,-4
O=C(NCC1(c2ccccc2)CCCC1)c1cccc(Br)c1,4
COC(=O)c1cc(NC(=O)c2c(Cl)nc3sccn23)cc(C(=O)OC)c1,-8
N=c1sccn1CC(=O)Nc1ccccc1-c1ccccc1,-2
O=c1[nH]c2ccccc2n1CCCSc1cnc2ccccc2n1,10
Cc1ccc(S(=O)(=O)NCC(=O)OCC(=O)N2CCc3ccccc32)cc1,2
COCC(=O)NCCc1nc(-c2ccccc2)cs1,-4
CC1(C)CC(=O)C2=C(C1)N(CCN1CCOCC1)C1=C(C(=O)CC(C)(C)C1)C2c1cccc(Cl)c1,-2

# The last four records of the part above are carried over, then new ones follow:
structure,Artemis endo inh
O=c1[nH]c2ccccc2n1CCCSc1cnc2ccccc2n1,10
Cc1ccc(S(=O)(=O)NCC(=O)OCC(=O)N2CCc3ccccc32)cc1,2
COCC(=O)NCCc1nc(-c2ccccc2)cs1,-4
CC1(C)CC(=O)C2=C(C1)N(CCN1CCOCC1)C1=C(C(=O)CC(C)(C)C1)C2c1cccc(Cl)c1,-2
CC(C)(C)c1ccc(-c2nnc(SCCN3C(=O)c4ccccc4C3=O)o2)cc1,4
CCOC(=O)Nc1ccc2c(c1)nc(CN1CCOCC1)n2C,-2
Cc1ccc(CN2C(=O)CCC2C(=O)NCCCN2CCC(C)CC2)cc1 (stereo not given),0
Oc1ccccc1CNc1ncc(Br)cc1Br,0

# An excerpt; count on the stated rates, not on these rows.
